Source: PubChem (National Center for Advancing Translational Sciences (NCATS))
TbPYK inhibitor = qHTS of Trypanosoma Brucei Inhibitors | pyruvate kinase (Trypanosoma brucei), Q57TT1 | TbPYK enzyme, Kinase-Glo Plus ATP luminescence, 45 min | Potency, µM (highest dose often 76.8 µM), for the others: at the highest dose activity, negative = inhibition, usual class: inhibitors | 0.12% of 410,000 active | AID 624173, 2012; active = well fitted inhibition curve with a large enough effect; note: nearly all actives have a fitted effect of over 50% in size
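Glycolytic pyruvate kinase of T. brucei was incubated with substrate, test compound and 130 uM ADP for 45 minutes at room temperature. Luminescent Kinase-Glo Plus signal was measured after 10 minutes.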
* = called active by the depositor; [ ] = dose if it differs, or a comment. % is set by controls: 0 for no effect and ±100 for the full control effect; potency is the fitted concentration of half-maximal effect. The list is partial; the hit share may differ from the screen's.

| Molecule | TbPYK inhibitor |
| --- | --- |
| COc1ccccc1C(=O)Nc1c(C(=O)N2CCN(c3ccc(F)cc3)CC2)oc2ccccc12 | 15.6% |
| COc1ccc(NC(=O)C(=O)NCC2(c3ccc(OC)c(OC)c3)CCCC2)cc1 | 1.4% |
| CCc1cccc(C)c1NS(=O)(=O)c1ccc(-c2cc(C)no2)s1 | 4.3%[15.4 µM] |
| C[C@H](CO)N1C[C@H](C)[C@@H](CN(C)C(=O)Oc2cccc3ccccc23)OCc2cn(nn2)CCCC1=O | -3.3% |
| COC[C@@H](c1ccc(C(F)(F)F)cc1)N1CCN(C2(C)CCN(C(=O)c3c(C)ncnc3C)CC2)C[C@@H]1C | 0.0% |
| Cc1ccc(-c2cn3cccnc3n2)cc1NC(=O)C(C)(C)Oc1ccc(Cl)cc1 | 0.3% |
| CCOc1ccc(NC(=O)c2oc3ccccc3c2NC(=O)C(C)Oc2ccccc2)cc1 (stereo unspecified) | -8.1% |
| CCCc1cc(=O)[nH]c2nnc(SCC(=O)Nc3ccc(OC)cc3)n12 | 3.3% |
| COc1cc(OC)c(NS(=O)(=O)c2cc(C(=O)NCCCN3CCOCC3)ccc2C)cc1Cl | -5.5% |
| Cc1ccc2oc(=O)c3cnn(CC(=O)N4CCN(c5cccc(C(F)(F)F)c5)CC4)c3c2c1 | -1.8% |
| COc1ccccc1C(=O)NCCN1CCC(n2c(=O)[nH]c3ccccc32)CC1 | -1.1% |
| Cc1cc(OC(C)C(=O)N(Cc2ccc(N(C)C)cc2)Cc2ccco2)ccc1Cl (stereo unspecified) | -0.5% |

(cont.)
| Molecule | TbPYK inhibitor |
| --- | --- |
| COc1cccc(Oc2nc3c(c(=O)n(Cc4ccccc4Cl)c(=O)n3C)n2C)c1 | 6.3% |
| CC1(C(=O)Nc2ccc3c(c2)OCCO3)CCN1C(=O)c1ccccc1CCc1ccccc1 (stereo unspecified) | -11.1% |
| Cc1ccccc1NC(=O)CN(C)S(=O)(=O)c1cccc2nsnc12 | 1.3% |
| Cc1nc2ccn(Cc3cccs3)c(=O)c2cc1C(=O)Nc1ccccc1 | -1.4% |
| Cc1cc(C)c(S(=O)(=O)NCC(c2ccc(N(C)C)cc2)N2CCOCC2)c(C)c1 (stereo unspecified) | 0.7% |
| CCOc1ccc(CCn2c3c(c(=O)[nH]c2=O)C(NC(=O)c2ccccc2)(C(F)(F)F)C(=O)N3)cc1OCC (stereo unspecified) | 0.9% |
| COc1ccc(CCNc2nc(-c3ccccc3OC)cc(C(F)(F)F)n2)cc1OC | -9.6% |
| COC(=O)[C@]12CCCCC=C1N(Cc1ccc(Cl)cc1Cl)C(=O)[C@H](CC(=O)NCCC(C)C)C2 | -3.6% |
| O=C(CCN1C(=O)CC1c1ccco1)N1CCOCC1 (stereo unspecified) | 1.6% |
| O=C(Nc1cc(C(F)(F)F)ccc1N1CCOCC1)c1cccc(S(=O)(=O)N2CCOCC2)c1 | 0.7% |
| CCOc1ccccc1CNC(=O)C1CCN(c2nn3cc(-c4ccc(F)cc4)nc3s2)CC1 | -6.1%[15.4 µM] |
| CCn1c2ccccc2c2cc(NC(=O)COc3cc(C)c(Cl)c(C)c3)ccc21 | -1.5% |

Next part.
| Molecule | TbPYK inhibitor |
| --- | --- |
| CCC(C(=O)NCc1cc(OC)ccc1OC)n1nc(C)c2sc3ccccc3c2c1=O (stereo unspecified) | 0.7% |
| Cc1ccc(CNC(=O)c2nc(SCc3cccc(C)c3)ncc2Cl)cc1 | 0.9% |
| O=C(NCCc1csc2nc(-c3ccccc3F)nn12)c1ccccc1C(F)(F)F | 0.5% |
| Cc1ccc(-c2noc(CN(C3CCCCC3)S(=O)(=O)c3ccc(Cl)cc3)n2)cc1 | 2.3% |
| Cc1ccc(NC(=O)Cn2c(=O)n(Cc3ccc4c(c3)OCO4)c(=O)c3ccccc32)cc1 | -7.8% |
| CCOC(=O)[C@]12CCC=C1N(Cc1ccc(Cl)cc1Cl)C(=O)[C@H](CC(=O)N1CCC(c3ccccc3)CC1)C2 | -2.9% |
| COc1ccc(-c2nc3cnc(N4CCNCC4)nc3n(CCC#N)c2=O)cc1 | 2.5% |
| CC(=O)NC(c1ccc(F)c(F)c1)c1nc(-c2cccc(C(F)(F)F)c2)cs1 (stereo unspecified) | -11.6% |
| COc1ccc(NC(=O)c2ccc3c(SCC(=O)O)c4c(nc3c2)CCC4)c(OC)c1 | -8.0% |
| Cc1ccc(Cc2cnc(NC(=O)c3ccc4c(c3)CC(c3ccccc3)OC4=O)s2)cc1 (stereo unspecified) | 2.5% |
| O=S(=O)(NCCc1cn2ccsc2n1)c1ccc(Cl)cc1 | -3.5% |
| COc1cccc(NC(=O)N(Cc2c[nH]c3ccccc23)C2CCCCCC2)c1 | 0.4% |

More entries follow:
| Molecule | TbPYK inhibitor |
| --- | --- |
| CCc1cccc(NC(c2ccccc2)c2nnc(-c3ccccc3F)o2)c1 (stereo unspecified) | 1.5% |
| CCOc1ccc(-n2nc3ccc(NC(=O)COc4ccccc4C)cc3n2)cc1 | 0.8% |
| Cc1c(-c2ccccc2)n(-c2ccccc2O)c2nc3c(c(=O)n(C)c(=O)n3C)n12 | 3.1% |
| Cc1cccc(NC(=O)C2CCCN(c3nc4ccccc4s3)C2)c1C (stereo unspecified) | 0.5% |
| Cc1ccc(C(C)C)c(OCCCn2c(=O)oc3ccc(C)cc32)c1 | 0.4% |
| COCCN(Cc1ccc(C)c(Br)c1)S(=O)(=O)c1ccc2[nH]c(=O)ccc2c1 | 1.6% |
| CC1(O)CCC2C3CCC4=CC(=O)CCC4(C)C3(F)C(O)CC21C (stereo unspecified) | -3.4% |
| CCS(=O)(=O)N1CCC2(CC1)OC(=O)C(C)=C2C(=O)NCc1cccc(Cl)c1 | -6.4% |
| CC(=O)Nc1cncc(-c2ccccc2F)n1 | -5.7% |
| COc1cc(C(O)c2nc(-c3cccc(NC(C)=O)c3)cs2)ccc1F (stereo unspecified) | -0.4% |
| CCc1ccc(CNC(=O)c2sc3ncccc3c2-n2c(C)ccc2C)cc1 | -3.4% |
| CCc1ccc(NC(=O)CCS(=O)(=O)c2ccc3c(c2)n(C)c(=O)c(=O)n3C)cc1 | -3.1% |

New compounds follow.
| Molecule | TbPYK inhibitor |
| --- | --- |
| CSc1ncc(Cl)c(C(=O)Nc2c(C(=O)Nc3cccc(Cl)c3)oc3ccccc23)n1 | -1.5% |
| CN(C)c1ccc2c(=O)cc[nH]c2c1 | -5.2% |
| COc1ccc(CCCNC(=O)C2(C)Cc3c(-c4ccc(C(N)=O)cc4)ccnc3O2)cc1 (stereo unspecified) | -4.8% |
| Cn1c(=O)c2c(-c3ccccc3)n(-c3ccccc3F)cc2n(C)c1=O | 4.9% |
| CCOc1ccc(NC(=O)Cn2ccn3nc(-c4ccc(OC)c(OC)c4)cc3c2=O)cc1 | 0.3% |
| CCC(=O)N1CCc2cc(S(=O)(=O)CCC(=O)Nc3ccc(Cl)c(C(F)(F)F)c3)ccc21 | -6.8% |
| O=C(NCCc1ccccc1Cl)c1ccc2c(=O)n(-c3ccccc3)c(=O)[nH]c2c1 | 1.6% |
| CC1(C)O[C@H]2[C@@H](O1)[C@@H](C(=O)Nc1ccccc1O)O[C@@H]1OC(C)(C)O[C@@H]12 | -1.2% |
| CCc1ccc(-n2c(Cc3ccccc3)nnc2SCc2nc(-c3cccs3)no2)cc1 | -5.8% |
| O=C(CCNS(=O)(=O)c1ccc2c(c1)CCN2C(=O)C1CC1)N1CCN(c2ccc(F)cc2)CC1 | 3.1% |
| CCc1nnc(NS(=O)(=O)c2ccc(NC(=O)c3ccc([N+](=O)[O-])s3)cc2)s1 | 0.3% |
| COc1ccc(-n2c(=O)c3c(c4cc(OC)ccc4n3C)n(CCC(C)C)c2=O)cc1 | 0.9% |

Filtered by structure: those above with two or more sulfur atoms
| Molecule | TbPYK inhibitor |
| --- | --- |
| CCc1cccc(C)c1NS(=O)(=O)c1ccc(-c2cc(C)no2)s1 | 4.3%[15.4 µM] |
| Cc1ccccc1NC(=O)CN(C)S(=O)(=O)c1cccc2nsnc12 | 1.3% |
| O=S(=O)(NCCc1cn2ccsc2n1)c1ccc(Cl)cc1 | -3.5% |
| CCc1ccc(-n2c(Cc3ccccc3)nnc2SCc2nc(-c3cccs3)no2)cc1 | -5.8% |
| CCc1nnc(NS(=O)(=O)c2ccc(NC(=O)c3ccc([N+](=O)[O-])s3)cc2)s1 | 0.3% |

The list continues.
| Molecule | TbPYK inhibitor |
| --- | --- |
| COc1ccc(CCN2C(=O)CCC2(C)c2nnnn2-c2ccc3c(c2)OCCO3)cc1OC (stereo unspecified) | -0.2% |
| CCOc1cccc(CC(=O)Nc2ccc3nc(N4CCCCC4)cc(C)c3c2)c1OCC | 2.4% |
| COC(=O)c1ccc(-n2c(/C=C/c3cc(OC)c(OC)c(OC)c3)nc3cc(Cl)ccc3c2=O)cc1 | -8.8% |
| CCOC(=O)C1=CCN(S(=O)(=O)c2ccc(C)cc2)C1c1ccc(CC)cc1 (stereo unspecified) | -10.4% |
| CCc1ccc(NC(=O)CSc2nnc3[nH]c(=O)cc(-c4ccccc4)n23)cc1 | -4.9% |
| CCOC(=O)c1cccc(NC(=O)CCc2c(C)nc3cc(-c4ccc(Cl)cc4)nn3c2C)c1 | -1.1% |
| CC(C)NC(=O)N1CCC2(CC1)CCN(C(=O)c1cccn1C)CC2 | 1.9% |
| COc1ccccc1CNC(=O)c1cc(Sc2cccc(Cl)c2)nc2ccccc12 | -3.5% |
| COc1ccc(S(=O)(=O)NC(=O)C2(C)CCN2C(=O)Cc2cc(C)cc(C)c2)cc1OC (stereo unspecified) | -7.1% |
| COc1ccc(NCc2cccn2-c2nnc(N3CCC(C)CC3)s2)c(OC)c1 | -4.8% |
| CCOc1ccccc1N(CC(=O)Nc1ccccc1Br)S(=O)(=O)c1ccccc1 | -8.9% |
| CC1=C(C(=O)OCC(C)C)C(c2ccc(OCc3ccccc3)cc2)N2C(=O)CCSC2=N1 (stereo unspecified) | 4.1% |

(cont.)
| Molecule | TbPYK inhibitor |
| --- | --- |
| CCN(c1ncnc2c1cnn2-c1cccc(Cl)c1)C1CCCCC1 | 0.5% |
| N#Cc1ccc(CN2CCCC3(CCN(C(=O)c4cccc(F)c4)CC3)C2)cc1 | -0.3% |
| CCN(c1ccccc1)c1cc(NC)[n+](C)c(C)n1 | 0.0% |
| Cc1cc(C)c(S(=O)(=O)NCc2csc(-c3ccccc3)n2)c(C)c1 | -5.3% |
| Cc1ccc(NC(=O)N2CCc3c(sc4c3CCCC4)C2c2ccccc2)cc1F (stereo unspecified) | -9.6% |
| CCC1=C(c2ccc(C)cc2)S(=O)(=O)N=C1N1CCC(C(=O)NCc2ccc(N(C)C)cc2)CC1 | -13.0% |
| CCC(CC)C(=O)Nc1cccc(-c2nc3cccnc3s2)c1 | -4.2% |
| CC[C@H](C)[C@@H]1NC(=O)[C@@H](CC(C)C)NC(=O)[C@H](C(C)C)NC(=O)[C@H]2CSSC[C@H](NC1=O)C(=O)N2 | 2.3% |
| O=C(CCl)NC1(C(=O)O)CCCC1 | 4.6% |
| CCOC(=O)Cn1c(=O)n(C2CCCCC2)c2nc(-c3c(F)cccc3Cl)nc(C(N)=O)c21 | 4.5% |
| C[C@H](CO)N1C[C@H](C)[C@H](CN(C)C(=O)Cc2cccnc2)Oc2ncc(Br)cc2C1=O | 6.6% |
| Cc1ccc(CN(C(=O)COc2ccc([N+](=O)[O-])cc2)c2ccccn2)o1 | 2.4% |

Carrying on:
| Molecule | TbPYK inhibitor |
| --- | --- |
| COc1ccccc1N1CCN(C(=O)CCc2c(C)nn(-c3ccc(N4CCCC4)nn3)c2C)CC1 | 3.4% |
| Fc1ccc(-n2ncc3c(NCCCc4ccccc4)ncnc32)cc1 | 2.9% |
| COc1ccc2oc(=O)c(-c3nc(-c4ccc(C)c(C)c4)cs3)cc2c1 | -2.1% |
| COc1ccc(S(=O)(=O)c2c(Nc3ccc(C)cc3C)sc(C(=O)c3ccc(F)cc3)c2N)cc1 | 9.3% |
| COc1cccc(NC(=O)N(Cc2cn(C)c3ccccc23)C2CCCCCC2)c1 | -0.5% |
| CCc1nc(CN2CCCC(C(=O)Nc3ccc(-c4cccc(OC)c4)cc3)C2)c(C)[nH]1 (stereo unspecified) | -2.3% |
| CCOc1ccc(S(=O)(=O)NCCc2c(C)[nH]c3c(Cl)cccc23)cc1C | 3.5% |
| Cc1cc(F)cc(-c2cc(C(=O)NCc3ccccn3)[nH]n2)c1 | 0.4% |
| CC(C)C(NC(=O)OCc1ccccc1)C(=O)NC(Cc1c[nH]c2ccccc12)C(=O)O (stereo unspecified) | 2.1% |
| COc1cccc(-c2ccc3c(c2)C2CC3CCN2C(=O)c2ccc(-c3ccccc3)cc2)c1 (stereo unspecified) | 0.4% |
| COc1ccc(CCNc2nc3c(-c4cccc(F)c4)nnn3c3ccccc23)cc1OC | -4.8% |
| O=C(Nc1ccc(Oc2ccccc2)cc1)c1ccc2nc([C@@H]3O[C@H](CO)[C@H](O)[C@H](O)[C@H]3O)[nH]c2c1 | -2.9% |

Going on with the list.
| Molecule | TbPYK inhibitor |
| --- | --- |
| CCCCN(C)c1c(C)nc2ccc(C(=O)NCCc3c[nH]c4ccccc34)cn12 | -2.8% |
| CN1C(=O)CC2(C)C1=CCc1scnc12 (stereo unspecified) | 2.4% |
| CCOC(=O)COc1ccc(CC)cc1C(=O)c1ccn2nc(-c3ccc(Cl)cc3)cc2n1 | -3.5% |
| O=C(Nc1ccc(OCCO)cc1)c1csc([C@@H]2O[C@H](CO)[C@H](O)[C@H](O)[C@H]2O)n1 | 0.3% |
| O=C(NCc1ccc(F)cc1)c1cc(C2CCCCN2C(=O)c2ccccn2)on1 (stereo unspecified) | -3.4% |
| CC1=C(C(=O)N2CCOCC2)CC(CC(=O)NCCc2ccccn2)C(=O)N1Cc1ccc(C(C)(C)C)cc1 (stereo unspecified) | -8.9% |
| CCOC(=O)[C@]12Cc3cc(C)ccc3[C@H]1N(CCC(=O)OC)C(=O)c1cc(OC)ccc12 | 0.0% |
| O=C(c1cnccn1)N1CCC[C@@]2(CCN(C(c3ccccc3)c3ccccc3)C2)C1 | -3.3% |
| Cc1ccc(NC(=O)/C(C#N)=C/c2ccccc2Cl)cc1C | 3.7% |
